# HTRA1 inhibitor: HTRA1 (human) protease inhibition; inhibition, % at 5.96 µM; hit rate 0.5% among 340,000; recombinant HTRA1, FP-rhodamine activity-based probe, fluorescence polarization; Q92743; in the data active means inhibition above about 36%;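 further: 0% = enzyme with DMSO and 100% = wells lacking enzyme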
# TDP2 absorb: blocks human TDP2 phosphodiesterase activity. recombinant TDP2, T5PNP hydrolysis, p-nitrophenol absorbance 415 nm. hit rate 0.34% among 370,000. O95551. inhibition, % at 12.8 µM;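 active means inhibition above the mean of all tested compounds plus 3 SD, set per campaign, cut at about 25% in these data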;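 further: 0% = DMSO with enzyme and 100% = buffer with substrate but no TDP2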
#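 Test system: human TDP2 enzyme; Input: 120 nM TDP2 per well; Buffer or medium: Mg2+-containing Tris-HCl buffer, pH 7.5; Reagent: 5 mM T5PNP; Dosing: 12.8 µM single point, 1% DMSO; Incubation: reaction 2 h, 37 °C; Detection: p-Nitrophenol epi absorbance; Read-out: % inhibition relative to enzyme-containing and enzyme-free wells; Replicates: single well per compound.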
# NPR2 activator: GC-B (human) receptor activation. hit rate 0.11% among 370,000. activation, % at 10 µM. HEK293-GC-B cells, CNP EC30, cGMP TR-FRET; 0% at EC30 CNP, 100% saturating CNP;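 active means activation at 10 µM reaching about 35% in either raw or pattern-adjusted values, limit read from the data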
# SIAE inh: human SIAE inhibition, primary screen | Q9HAT2 | SIAE FP-Rh probe binding, fluorescence polarization | inhibition, % at 9.66 µM | hit rate 0.69% among 370,000 | AID 1053197;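 active means inhibition above a cutoff: mean of compounds within the control limits plus 3 SD of those, cut at about 17% in these data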;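 further: 0% = plate median of compound wells and 100% = probe without SIAE protein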
# ABHD4 inh: inhibitors of mouse ABHD4; inhibition, % at 8.92 µM; AID 720543; Q8VD66; purified mABHD4, FP-Rh probe fluorescence polarization; hit rate 0.54% among 370,000;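 active means inhibition exceeding the mean over every tested compound plus 3 SD, cut at about 30% in these data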;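 further: 0% = plate median of compound wells and 100% = S159A mutant with DMSO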
# Target sequence (Q8VD66 whole entry, looked up): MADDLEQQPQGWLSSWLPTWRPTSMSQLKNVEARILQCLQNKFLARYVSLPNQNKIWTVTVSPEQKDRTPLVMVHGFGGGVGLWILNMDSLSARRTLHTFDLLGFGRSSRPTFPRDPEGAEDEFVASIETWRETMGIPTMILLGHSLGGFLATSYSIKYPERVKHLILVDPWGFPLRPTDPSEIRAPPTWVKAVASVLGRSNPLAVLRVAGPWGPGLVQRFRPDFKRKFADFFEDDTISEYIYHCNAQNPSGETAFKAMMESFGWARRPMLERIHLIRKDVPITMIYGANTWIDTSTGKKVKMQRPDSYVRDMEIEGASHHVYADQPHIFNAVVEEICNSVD
#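 System: mouse ABHD4 enzyme, wild type / Medium: HEPES pH 7.0, NaCl, Pluronic buffer / Reagent: FP-Rh activity-based fluorescent probe / Control set: S159A mutant high control, sample median low control / Detection: fluorescence polarization with parallel and perpendicular emission, 525/598 nm / Schedule: 45 min + 60 min at 25 °C / Compound dosing: 8.92 µM, single dose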
# rCAG RNA binder: r(CAG) repeat RNA binding; TO-PRO-1 dye displacement fluorescence; inhibition, % at 3 µM; hit rate 1.3% among 370,000; AID 651821;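 active means inhibition above the plate cutoff, the mean of all test compounds on that plate plus 3 SD, cut at about 35% in these data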;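 further: 0% = DMSO alone and 100% = 100 µM mitoxantrone as full dye displacement; higher means more dye released from RNA so lower well fluorescence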
# PRMT1 FP inh: inhibitors of human PRMT1 | Q99873 | recombinant PRMT1, activity-based probe fluorescence polarization | inhibition, % at 2.79 µM | hit rate 1.3% among 370,000 | AID 652257;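 active means inhibition above about 21% made by adding two undisclosed values, limit read from the data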
# MBD2 inh: MBD2-methylated oligo binding inhibition; Q9UBB5; AID 686964; inhibition, % at 4.4 µM; TR-FRET, MBD2 binding to methylated oligonucleotide; hit rate 0.31% among 370,000; in the data active means inhibition above about 13%
# Target sequence (Q9UBB5 whole entry, looked up): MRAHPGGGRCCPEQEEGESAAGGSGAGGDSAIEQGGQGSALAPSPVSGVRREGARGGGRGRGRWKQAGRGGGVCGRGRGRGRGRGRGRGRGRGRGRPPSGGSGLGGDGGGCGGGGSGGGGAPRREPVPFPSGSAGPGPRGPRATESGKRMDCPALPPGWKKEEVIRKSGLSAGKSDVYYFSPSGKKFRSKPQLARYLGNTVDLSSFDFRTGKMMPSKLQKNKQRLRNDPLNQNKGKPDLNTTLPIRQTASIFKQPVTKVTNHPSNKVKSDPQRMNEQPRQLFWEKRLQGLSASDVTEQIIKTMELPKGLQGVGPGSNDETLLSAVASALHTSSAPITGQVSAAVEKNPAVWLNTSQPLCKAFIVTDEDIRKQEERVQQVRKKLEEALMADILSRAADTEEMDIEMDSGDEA
# TCR CD3 inh: blocks the human TCR-CD3 interaction | inhibition, % at 9.4 µM | hit rate 0.37% among 360,000 | TAMRA-labeled TCR probe fluorescence, biochemical; in the data active means inhibition above about 19%;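 further: recombinant mutant TCR 2C K166C tagged with TAMRA read by polarization; 0% = receptor in buffer alone and 100% = receptor with positive control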
# LEDGF integ inh: blocks HIV-1 LEDGF/p75-dependent DNA integration; AID 743269; inhibition, % at 3.7 µM; hit rate 0.64% among 370,000; TR-FRET IN-LEDGF/p75 DNA integration, Eu/Cy5;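 active means inhibition above the screen-wide mean plus 3 SD, cut at about 13% in these data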;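 further: signal is the Cy5 over europium emission ratio at 671 and 618 nm; 0% = plate median of compound wells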
# Numbers without * were called inactive; . = no result given. These rows are one share of the data. The share of hits here may be higher or lower than overall.
SMILES,HTRA1 inhibitor,TDP2 absorb,NPR2 activator,SIAE inh,ABHD4 inh,rCAG RNA binder,PRMT1 FP inh,MBD2 inh,TCR CD3 inh,LEDGF integ inh
COc1cc(/C=N/OCC(=O)Nc2cc(C)cc(C)c2)ccc1OCc1ccc(Cl)cc1,-44,-8,4,-28,-17,10,-3,-1,4,3
O=c1cc(CO)oc(CN2CCC(Cc3ccccc3)CC2)c1O,17,7,-8,4,5,4,5,6,0,-2
COc1ccc(C(=O)NC(C)CCc2ccccc2)cc1[N+](=O)[O-] (stereo unspecified),6,5,1,6,-7,-8,-2,4,-2,1
COc1cccc2sc(NC(=O)c3ccc(S(=O)(=O)N4CCOCC4)cc3)nc12,-18,-4,-3,-5,-6,13,1,-4,-2,-2
O=C(CSc1ccc2ccccc2n1)c1ccccc1,-16,-5,1,-7,-4,-3,3,1,0,-4
O=S(=O)(Nc1cccc(-c2cn3cccnc3n2)c1)c1ccc(Cl)cc1,-4,5,-5,-2,-15,9,-2,-5,-3,-2
C[C@@H]1CN([C@H](C)CO)C(=O)c2cc(NC(=O)C3CCCCC3)ccc2O[C@@H]1CN(C)Cc1ccc(C(F)(F)F)cc1,-26,-12,2,0,-9,-10,-2,-3,5,-3
c1ccc2sc(NC3=NCN(C4CCCCCC4)CN3)nc2c1,1,-4,5,1,-2,0,2,2,1,2
CCN(CC)S(=O)(=O)c1cccc(NC(=O)CNc2cccc(S(=O)(=O)N3CCCC3)c2)c1,-4,14,3,-12,5,10,-2,-5,3,3
COc1ccccc1OC(C)C(=O)Nc1ccc(S(=O)(=O)N2CCN(C)CC2)cc1 (stereo unspecified),3,9,0,-3,2,0,-2,-1,5,-3
Cc1ccc(CN2CC(C(=O)NCCC3=CCCCC3)CC2=O)cc1 (stereo unspecified),0,4,3,-5,1,-1,-1,-4,0,0
CCCn1c(C)cs/c1=N\C(=S)Nc1ccccc1,0,-8,-3,5,3,4,3,4,5,0
O=C(NCc1ccccc1)[C@@H]1CCCN1C(=O)[C@H]1CCCN1C(=O)c1ccc(OC(F)(F)F)cc1,.,-1,1,-2,1,-3,2,-7,3,1
O=C(COC(=O)c1ccccc1)NC1CCCCCC1,-5,2,-1,6,3,-1,3,5,-2,3
O=C(c1cc(F)c(F)c(F)c1F)N1CCN(C(=O)C2CCCO2)CC1 (stereo unspecified),3,-9,3,0,-1,1,-1,3,0,-1
CCN(CC)C(=O)Cn1c(C)c(/C=C/c2cc[n+](C)cc2)c2ccccc21,-8,-7,-2,6,-1,-220,-37,-61,-7,0
O=C(NC1CCN(S(=O)(=O)c2ccccc2F)CC1)c1ccco1,5,2,6,-1,-3,-1,1,-4,10,4
O=C(c1ccccc1)c1ccc(N2CCCC2)cc1,-21,-3,-4,-5,-8,1,4,8,-11,2
CC(Oc1cc(F)ccc1[N+](=O)[O-])C(=O)Nc1ccc(S(=O)(=O)N2CCCC2)cc1 (stereo unspecified),-12,-23,13,-4,-6,9,-3,-2,6,-1
Cc1ccc(S(=O)(=O)Cc2ccc(C(=O)N3CCC(C)CC3)cc2)cc1,-2,3,-6,-5,-3,-9,2,4,0,-1

# In another format: four of the compounds above
# Below each SMILES – HTRA1 inhibitor, TDP2 absorb, NPR2 activator, SIAE inh, ABHD4 inh, rCAG RNA binder, PRMT1 FP inh, MBD2 inh, TCR CD3 inh, LEDGF integ inh
> CCCn1c(C)cs/c1=N\C(=S)Nc1ccccc1
  0, -8, -3, 5, 3, 4, 3, 4, 5, 0
> O=C(NCc1ccccc1)[C@@H]1CCCN1C(=O)[C@H]1CCCN1C(=O)c1ccc(OC(F)(F)F)cc1
  ., -1, 1, -2, 1, -3, 2, -7, 3, 1
> O=C(COC(=O)c1ccccc1)NC1CCCCCC1
  -5, 2, -1, 6, 3, -1, 3, 5, -2, 3
> O=C(c1cc(F)c(F)c(F)c1F)N1CCN(C(=O)C2CCCO2)CC1 (stereo unspecified)
  3, -9, 3, 0, -1, 1, -1, 3, 0, -1

# Sorted by value in TDP2 absorb (falling): three of the compounds above
mol	TDP2 absorb
CCN(CC)S(=O)(=O)c1cccc(NC(=O)CNc2cccc(S(=O)(=O)N3CCCC3)c2)c1	14
Cc1ccc(CN2CC(C(=O)NCCC3=CCCCC3)CC2=O)cc1 (stereo unspecified)	4
c1ccc2sc(NC3=NCN(C4CCCCCC4)CN3)nc2c1	-4

# Later entries.
SMILES,HTRA1 inhibitor,TDP2 absorb,NPR2 activator,SIAE inh,ABHD4 inh,rCAG RNA binder,PRMT1 FP inh,MBD2 inh,TCR CD3 inh,LEDGF integ inh
CC(C)C(=O)NC(=S)Nc1ccccc1N1CCN(C(=O)c2ccc(Cl)cc2)CC1,3,1,5,-7,2,6,5,2,-2,2
CSc1nnc(CSCc2ccc(Cl)cc2Cl)n1-c1ccccc1,-37,-19,-10,-1,-23,-2,3,7,-4,3
COc1ccc(-c2cc(C(=O)N/N=C/c3sccc3C)c3ccccc3n2)c(OC)c1,3,-14,3,-9,-21,9,2,9,-5,0
CCOC(=O)C1C(=O)NCC2CCCC21 (stereo unspecified),-1,4,2,4,4,0,-1,-1,8,-1
N#Cc1ccc(C(=O)CN2CCN(c3ccccc3)CC2)cc1,3,8,-4,6,0,0,1,4,3,-2
COc1ccc(CNC(=O)Oc2ccccc2)cc1Cl,3,13,-1,3,-1,-3,0,4,-2,2
CCC(Oc1ccccc1)C(=O)Nc1ccc(C)c(S(=O)(=O)N2CCOCC2)c1 (stereo unspecified),-3,29*,-4,10,0,-4,2,3,-1,4
Cc1ccc(-c2nc3sc(C#N)c(N)n3c(=O)c2C#N)cc1,-3,5,-17,8,-6,32,81*,-3,3,4
Cc1nc(SCC(=O)NCC2COc3ccccc3O2)c2c(C)c(C)sc2n1 (stereo unspecified),0,9,2,15,-2,1,2,2,-1,0
O=C1c2ccccc2C(=O)N1CCc1nc(-c2ccccn2)no1,-8,13,1,1,-1,-1,2,4,5,-3
O=C(NC1CCCC1)C(c1ccncc1)N(C(=O)c1csnn1)C1CCCC1 (stereo unspecified),-8,7,5,-2,2,-2,2,0,0,-4
O=C(c1c[nH]c(C(=O)C(Cl)(Cl)Cl)c1)c1c(F)cccc1F,-4,11,7,1,-3,0,7,3,-1,2
N#Cc1ccc(/C=C2\CC3(OC(=O)c4ccccc4)CCCN2C3)cc1 (stereo unspecified),.,0,-9,-8,4,2,-1,5,.,-1
O=S(=O)(Nc1cccc(-c2ccc3nncn3n2)c1)c1cc(F)ccc1F,5,0,-6,4,-3,12,5,-4,-10,-2
COC(=O)C(NC(=O)c1ccccc1C(=O)O)c1ccc2ccccc2c1 (stereo unspecified),-2,-7,5,-5,4,0,5,-4,-4,-7
O=[N+]([O-])c1ccccc1/C=N/Nc1nccnc1Cl,2,-3,-5,6,2,-2,3,2,-1,1
O=C1OCCC1Sc1ncnc2sccc12 (stereo unspecified),6,-6,-3,3,-4,0,5,2,5,0
Cc1cccc2cc(COC(=O)C(C)C)c(=O)[nH]c12,-5,6,-1,1,0,-1,0,-5,3,0
N#Cc1cccc(-n2cc(COC(=O)NCCc3ccccc3)nn2)c1,.,5,-5,-4,3,-2,-11,4,.,3
Nc1c(N(CCC2=CCCCC2)C(=O)COc2ccc(F)cc2Cl)c(=O)[nH]c(=O)n1Cc1ccccc1,2,-4,2,-16,-4,4,-2,0,4,1

# Entries from the list above with a CF3 group (2):
SMILES,HTRA1 inhibitor,TDP2 absorb,NPR2 activator,SIAE inh,ABHD4 inh,rCAG RNA binder,PRMT1 FP inh,MBD2 inh,TCR CD3 inh,LEDGF integ inh
C[C@@H]1CN([C@H](C)CO)C(=O)c2cc(NC(=O)C3CCCCC3)ccc2O[C@@H]1CN(C)Cc1ccc(C(F)(F)F)cc1,-26,-12,2,0,-9,-10,-2,-3,5,-3
O=C(NCc1ccccc1)[C@@H]1CCCN1C(=O)[C@H]1CCCN1C(=O)c1ccc(OC(F)(F)F)cc1,.,-1,1,-2,1,-3,2,-7,3,1

# Source: PubChem (several laboratories)
